aGal spleen mod – inhibits or activates alpha-galactosidase in human spleen homogenate | P06280 | human spleen homogenate, 4MU-alpha-Gal fluorescence, 40 min | Potency, µM (highest dose often 80 µM), for inactives: at the top dose activity change, negative = inhibition, usual class: inhibitors | 0.008% of 240,000 active;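 also: 0% = enzyme with vehicle and -100% = no enzyme basal signal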
Target sequence (P06280 32-429 limits assumed): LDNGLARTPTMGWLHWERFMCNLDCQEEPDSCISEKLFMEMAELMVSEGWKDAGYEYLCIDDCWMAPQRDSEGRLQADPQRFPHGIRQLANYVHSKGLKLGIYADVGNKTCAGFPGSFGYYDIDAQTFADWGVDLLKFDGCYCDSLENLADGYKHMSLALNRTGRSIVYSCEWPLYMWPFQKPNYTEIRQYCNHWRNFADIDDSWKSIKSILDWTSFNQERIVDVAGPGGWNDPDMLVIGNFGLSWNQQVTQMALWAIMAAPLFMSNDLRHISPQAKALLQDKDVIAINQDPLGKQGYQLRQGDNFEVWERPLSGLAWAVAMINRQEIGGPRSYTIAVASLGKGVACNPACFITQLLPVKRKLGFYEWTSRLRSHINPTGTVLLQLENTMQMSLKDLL
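Human spleen homogenate (1 ug) was the enzyme source, with 4-methylumbelliferyl-alpha-D-galactopyranoside (1 mM final) in pH 5.0 citrate buffer with 0.01% Tween-20. Compounds were titrated; after 40 min at 37C, NaOH/glycine stop, 4-MU fluorescence read; AC50 from Hill fits.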
Tau fibril FP – inhibitors of human tau fibril formation; 0.39% of 280,000 active; K18 P301L tau heparin fibrillization, Alexa594 FP, 6 h; P10636; AID 1468; Potency, µM (doses to about 57.7 µM), inactives show at the highest dose activity, negative = inhibition, actives largely listed as inhibitors; also: nearly all actives have a fitted effect of over 55% in size
Target sequence (P10636 561-689 P618L limits assumed): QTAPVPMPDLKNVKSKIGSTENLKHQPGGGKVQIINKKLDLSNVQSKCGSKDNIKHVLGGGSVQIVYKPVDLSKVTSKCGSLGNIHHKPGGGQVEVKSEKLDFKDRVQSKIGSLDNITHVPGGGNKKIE
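Read-out: fluorescence polarization of Alexa 594-labeled tau (0.24 uM), 555 nm excitation, 632 nm emission. Mixtures held 15 uM unlabeled K18 P301L, compound and 20 uM heparin, pH 7 acetate buffer, incubated 6 hr at 37 C.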
TR SRC2 fluor cs – counter-screen for TRb-SRC2 inhibitors: fluorescence interference | TRb/SRC2 Texas Red total fluorescence interference | Potency, µM (highest dose often 106 µM), without a hit: at the top dose fluorescence change, negative = quenching | 0.29% of 280,000 active | AID 1479; active = well fitted curve in either direction with a large enough effect; inconclusive = small, poorly fitted or top-dose-only effect
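Human TRb ligand-binding domain at 0.6 uM with 20 nM Texas Red SRC2 peptide in Tris buffer containing 1 uM T3 and 5% DMSO, incubated with compound 5 h at ambient temperature. Total fluorescence (555/632 nm) calculated as parallel + 2 × perpendicular.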
ALDH1A1 inh – blocks purified human ALDH1A1 activity | P00352 | Purified ALDH1A1, NADH fluorescence, propionaldehyde substrate | Potency, µM (titrated, usually from 75.3 µM), for inactives: at the highest dose activity, negative = inhibition, actives largely listed as inhibitors | 7.3% of 220,000 active; active = well fitted inhibition curve with a large enough effect, not every such curve was filed as active; inconclusive = small, poorly fitted or top-dose-only effect, or another doubt; inactive = no such curve, though single readings can be large or run the other way;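 also: plate controls were no enzyme wells and a reference inhibitor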
Tau fluor cs – counter-screen for tau fibril formation inhibitors | Potency, µM (top dose mostly 57.7 µM), inactives show at the highest dose activity change, negative = decrease | tau K18 P301L Alexa594 fluorescence, heparin fibrillization | 0.93% of 280,000 active; also: nearly all actives have a fitted effect of over 55% in size
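Human K18 P301L tau (15 uM unlabeled plus 0.24 uM Alexa 594-labeled, final) in 100 mM sodium acetate pH 7 was mixed with compound and 20 uM heparin and incubated 6 hr at 37 C.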
TRb-SRC2 inh – disrupts binding of human TR beta to SRC2. P10828. AID 1469. Potency, µM (doses to about 106 µM), inactives show at the top dose activity change, negative = inhibition, actives largely listed as inhibitors. 0.065% of 280,000 active. TRbeta-SRC2 peptide binding, fluorescence polarization; receptor liganded with 1 µM T3;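 also: plate controls were bound peptide for no effect and peptide without receptor for full effect; nearly all actives have a fitted effect of over 50% in size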
Target sequence (P10828 whole entry, looked up): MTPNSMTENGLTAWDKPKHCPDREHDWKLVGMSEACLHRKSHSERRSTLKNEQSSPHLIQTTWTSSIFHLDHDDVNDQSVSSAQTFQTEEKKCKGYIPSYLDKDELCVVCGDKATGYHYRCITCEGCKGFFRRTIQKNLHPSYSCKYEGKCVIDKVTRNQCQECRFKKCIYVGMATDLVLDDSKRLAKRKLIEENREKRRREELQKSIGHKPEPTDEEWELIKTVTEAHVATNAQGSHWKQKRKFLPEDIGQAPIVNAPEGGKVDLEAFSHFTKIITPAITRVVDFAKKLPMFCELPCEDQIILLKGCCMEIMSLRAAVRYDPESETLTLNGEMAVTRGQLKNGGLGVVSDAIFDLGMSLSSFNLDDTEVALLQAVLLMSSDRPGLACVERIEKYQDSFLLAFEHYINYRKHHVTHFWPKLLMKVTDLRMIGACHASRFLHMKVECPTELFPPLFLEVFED
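Read-out is fluorescence polarization (555 nm excitation, 632 nm emission) of a Texas Red SRC2 coactivator peptide; loss of signal reflects blocked binding to human TRb ligand-binding domain in the presence of 1 uM T3.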
Tau ThT inhib – tau fibrillization inhibition (ThT binding). Potency, µM (top dose mostly 57.4 µM), for inactives: at the highest dose activity, negative = inhibition, hits mostly inhibitors. recombinant tau K18 P301L (four-repeat tau fragment), heparin-induced fibrillization, ThT fluorescence. 2.1% of 270,000 active. AID 1460. P10636; also: nearly all actives have a fitted effect of over 55% in size
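Heparin-induced (20 uM) aggregation of recombinant human K18 P301L tau, 15 uM unlabeled with 0.24 uM labeled, pH 7 acetate buffer, 6 hr at 37 C with compound. Fibrils quantified by 30 uM ThT fluorescence after 1 hr ambient incubation.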
L3MBTL1 block – L3MBTL1 (human) inhibition. Q9Y468. Potency, µM (titrated, usually from 57.1 µM), without a hit: at the top dose activity, negative = inhibition, usual class: inhibitors. AlphaScreen L3MBTL1–H3K9me1 peptide binding. 0.66% of 230,000 active. AID 485360; also: nearly all actives have a fitted effect of over 60% in size
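Read-out is AlphaScreen signal from streptavidin donor and nickel chelate acceptor beads (10 ug/mL final each) bridging L3MBTL1 (50 nM) and biotinylated K9-monomethylated H3(1-15) peptide (75 nM), after 30 min compound exposure at room temperature.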
An asterisk follows results filed as active; ? = inconclusive; . = not tested or not shown; [ ] = another dose, or the depositor's remark. Unless noted, calls follow the shape of the dose curve; as a rule, active = well fitted curve in the direction sought with a large enough effect; inconclusive = small, poorly fitted or top-dose-only effect, or another doubt; inactive = no such curve, though single readings can be large; an effect the other way counts as inactive or inconclusive. Unless noted, % is scaled to controls: 0 for no effect and ±100 for the full control effect; potency is read from the fitted curve at half-maximal effect. Rows were taken by chance; overall some 8.5% were active at least once.

SMILES	aGal spleen mod	Tau fibril FP	TR SRC2 fluor cs	ALDH1A1 inh	Tau fluor cs	TRb-SRC2 inh	Tau ThT inhib	L3MBTL1 block
O=C(Nc1ccccc1C(F)(F)F)N1CCCC1c1cccnc1 (stereo unspecified)	-5%	2%	0%	1%	-8%	3%	-7%	-3%
CCOc1ccccc1-n1c(SCC(=O)NC2CCCC2)nnc1-c1ccoc1C	2%	11%	-3%	?	1%	-3%	-20%	6%
COC1CCCN(C(=O)c2ccc(OC3CCN(CCc4ccccc4)CC3)cc2)C1 (stereo unspecified)	-1%	4%	-1%	5%	-8%	-1%	-9%	-3%
CCCCOc1cc(C)nc(NCc2ccccc2)n1	?	-1%	2%	?	-17%	-14%	?	71%[activator]
CCc1ccc(NC(=O)C2CCCN(S(=O)(=O)c3cccc4nonc34)C2)cc1 (stereo unspecified)	.	-7%	-1%	.	-9%	2%	4%	.
CCCCn1c(-c2ccc(Cl)cc2)nc2c(=O)n(C)c(=O)[nH]c21	-2%	-7%	-3%	?	-2%	-2%	-6%	-11%[11.4 µM]
O=C(NC(NC(=S)Nc1ccc(Cl)c(Cl)c1)C(Cl)(Cl)Cl)c1ccco1 (stereo unspecified)	-17%	?	-6%	7.1µM*	?	-2%	-9%	-17%
Cc1ccc([N+](=O)[O-])cc1-c1ccc(/C=C(\C#N)c2[nH]nc(N)c2C#N)o1	3%	?	-7%	-7%	?	4%	8.9µM*	-2%
C#Cc1ccc([C@@H]2C=C(C(=O)N3CCOCC3)O[C@H](OCC)[C@H]2CCCO)cc1	2%	9%	0%	-10%	5%	-3%	5%	-2%
O=C(CCCc1ccccc1)Nc1ccc2c(c1)OCCO2	0%	3%	-1%	-6%	-10%	-2%	-14%	11%

Looked up by compound from the entries so far:
SMILES	aGal spleen mod	Tau fibril FP	TR SRC2 fluor cs	ALDH1A1 inh	Tau fluor cs	TRb-SRC2 inh	Tau ThT inhib	L3MBTL1 block
C#Cc1ccc([C@@H]2C=C(C(=O)N3CCOCC3)O[C@H](OCC)[C@H]2CCCO)cc1	2%	9%	0%	-10%	5%	-3%	5%	-2%
O=C(Nc1ccccc1C(F)(F)F)N1CCCC1c1cccnc1 (stereo unspecified)	-5%	2%	0%	1%	-8%	3%	-7%	-3%
CCc1ccc(NC(=O)C2CCCN(S(=O)(=O)c3cccc4nonc34)C2)cc1 (stereo unspecified)	.	-7%	-1%	.	-9%	2%	4%	.

(more compounds)
SMILES	aGal spleen mod	Tau fibril FP	TR SRC2 fluor cs	ALDH1A1 inh	Tau fluor cs	TRb-SRC2 inh	Tau ThT inhib	L3MBTL1 block
CCN(CC)CCCN1C=C2C(=O)C(C)(OC(=O)CCC(=O)OC)C(=O)C(Br)=C2C=C1c1ccc(OC)cc1 (stereo unspecified)	-6%[17.5 µM]	-7%[11.6 µM]	-18%[11.2 µM]	?	-12%[11.6 µM]	5%[11.2 µM]	-5%[11.5 µM]	.
Cc1cc(C)cc(OC(C)C(=O)Nc2nonc2-c2ccc(Br)cc2)c1 (stereo unspecified)	.	-2%	-1%	.	-10%	0%	-17%	.
C=CCn1c(CCCNC(=O)c2ccccc2OC)nc2ccccc21	-2%	2%	-1%	4%	-4%	2%	-5%	21%
CCCS(=O)(=O)N1CCN(C(=O)c2cccc(OC)c2)CC1	11%	9%	-7%	-1%	6%	-1%	-3%	0%
CN(C)S(=O)(=O)Nc1ccc(C(=O)O)cc1	7%	-4%	-1%	-12%	-17%	0%	-8%	.
CC1CCN(c2nc3ccccc3nc2C(C#N)C(=O)OC2CCCCC2)CC1 (stereo unspecified)	10%	3%	-7%	-2%	1%	-4%	14%	37%[activator]
CCOc1ccc(CC2CCC(=O)NC2=O)cc1 (stereo unspecified)	1%	-9%	1%	4%	-13%	0%	-3%	10%
O=C(Nc1cccn(Cc2c(Cl)cccc2Cl)c1=O)c1ccc(Cl)cc1	14%	-8%	-5%	-1%	-9%	-3%	-12%	6%
Cc1ccccc1C(=O)Nc1ccc2oc(-c3ccc(Cl)c(Cl)c3)nc2c1	.	-4%	-8%	.	-21%	-11%	?	.
O=C1c2cccc3c([N+](=O)[O-])ccc(c23)C(=O)N1CCc1ccccn1	0%	3%	1%	.	-13%	1%	.	.
O=C(NC1CCCCCC1)C1CCN(S(=O)(=O)c2ccc(F)cc2)CC1	-1%	2%	-2%	7%	-6%	-7%	-7%	8%
O=C(CCCCCN1C(=O)C2C3C=CC(C3)C2C1=O)Nc1nccs1 (stereo unspecified)	-3%	-1%	-3%	?	-2%	-14%	-8%	.
CCOc1ccc(CN2CCN(Cc3ccc(C)o3)CC2CCO)cc1 (stereo unspecified)	4%	5%	1%	0%	-2%	9%	-2%	?
O=C(C1CCCN(S(=O)(=O)c2cccs2)C1)N1CCN(C2CCCCC2)CC1 (stereo unspecified)	-2%	-3%	-1%	?	-1%	-10%	-6%	.
NC(=O)c1ccc(-c2ccc(Br)cc2)o1	0%	-4%	-3%	?	-2%	4%	4%	-5%
O=C(NCCN1CCOCC1)c1ccc2c(c1)N(Cc1ccccc1F)C(=O)CS2	-2%	0%	1%	-1%	-7%	-3%	-5%	2%
O=c1c2[nH]c3ccccc3c2nc2n1CCS2	-8%	1%	0%	-11%	-18%	2%	-15%	.
CC(=O)CSc1ncnc2scc(-c3ccc(F)cc3)c12	5%	-13%	1%	4%	-13%	-2%	-18%	15%
CCN1CC(CN(C)Cc2cn(-c3ccc(C)cc3)nc2-c2ccc(F)cc2)CC1=O (stereo unspecified)	-3%	3%	-3%	8%	-9%	-7%	-7%	-8%
NNC(=O)c1cccc(Cn2cc(Br)c([N+](=O)[O-])n2)c1	-4%	5%	1%	.	-11%	3%	.	.
Cc1ccc(NNC(=O)c2cccs2)cc1Cl	-3%	-5%	2%	?	-17%	-10%	?	3%
CCOC(=O)CC(NC(C)=O)c1ccc([N+](=O)[O-])cc1 (stereo unspecified)	3%	-2%	0%	-3%	0%	-3%	-5%	9%
CC(c1nnnn1C(C)(C)C)N(Cc1cccnc1)Cc1ccccc1Cl (stereo unspecified)	-12%	11%	-5%	-8%	-10%	4%	-17%	.
CCC1CN(C(=O)N2CCC(C(=O)N3CCN(c4ccccc4F)CC3)CC2)c2ccccc2O1 (stereo unspecified)	.	10%	0.014µM*[quencher]	.	14µM*[quencher]	-3%	?	.
O=C(c1cc2cc(Cl)ccc2oc1=O)N1CCCC1	0%	4%	-2%	-10%	0%	3%	-5%	5%
Cc1ccc2occ(C(c3nnnn3Cc3ccccc3)N3CCOCC3)c(=O)c2c1 (stereo unspecified)	3%	-3%	-2%	3%	-2%	-2%	-5%	-1%
Cc1cc2n(n1)C(c1cn(-c3ccccc3)nc1C)Nc1c(C)cccc1-2 (stereo unspecified)	2%	10%	-1%	-6%	?	8%	-14%	8%
Cc1cc(NCCCn2ccnc2)n2c(nc3ccccc32)c1C#N	?	4%	-1%	?	4%	-5%	5%	-17%
CCCn1c2ccccc2c2cnn(CC(=O)N(C)c3ccc(F)cc3)c(=O)c21	.	-2%	7%	.	-5%	5%	-11%	.
Cc1ccc(-c2c[n+](CC(=O)Nc3nc(-c4ccc(F)cc4)cs3)c3n2CCC3)cc1	-4%	-4%	-3%	5%	-6%	4%	?	-7%

Full records from above.
Profile of Cc1ccc([N+](=O)[O-])cc1-c1ccc(/C=C(\C#N)c2[nH]nc(N)c2C#N)o1 = aGal spleen mod: 3%; Tau fibril FP: ?; TR SRC2 fluor cs: -7%; ALDH1A1 inh: -7%; Tau fluor cs: ?; TRb-SRC2 inh: 4%; Tau ThT inhib: 8.9µM*; L3MBTL1 block: -2%
Profile of Cc1ccc(NNC(=O)c2cccs2)cc1Cl = aGal spleen mod: -3%; Tau fibril FP: -5%; TR SRC2 fluor cs: 2%; ALDH1A1 inh: ?; Tau fluor cs: -17%; TRb-SRC2 inh: -10%; Tau ThT inhib: ?; L3MBTL1 block: 3%

Next records follow.
SMILES	aGal spleen mod	Tau fibril FP	TR SRC2 fluor cs	ALDH1A1 inh	Tau fluor cs	TRb-SRC2 inh	Tau ThT inhib	L3MBTL1 block
Cc1cc(NC(=O)COC(=O)C2CCCN2C(=O)c2cccs2)no1 (stereo unspecified)	-7%	-5%	-1%	-2%	-4%	-14%	-7%	.
CC(=O)NN1C(=O)c2ccc(Oc3ccc([N+](=O)[O-])cc3)cc2C1=O	-23%	1%	-2%	6%	4%	-18%	3%	3%
Cc1cc2oc(C(=O)NCc3ccc(S(N)(=O)=O)cc3)c(C)c2cc1C	-1%	-9%	-2%	5%	-4%	6%	0%	.
Cc1c(Cl)cccc1NC(=O)Cn1cc(C(F)(F)F)cc(Cl)c1=O	7%	-6%	0%	?	10%	-3%	12%	10%
CC(=O)Nc1ccc(NC(=O)C(Cc2ccccc2)NC(=O)C2CCCCC2)cc1 (stereo unspecified)	-3%	0%	0%	-2%	-10%	-6%	-8%	16%
COc1ccc(NC(=O)CSc2oc(-c3ccc(C)cc3)nc2S(=O)(=O)c2ccc(C)cc2)c(OC)c1	.	-13%	-2%	.	?	3%	1%	.
Nc1ccccc1NC1CCCCC1	-13%	-7%	0%	3%	?	-5%	22µM*	.
NNC(=O)c1ccc(CSc2nc3ccccc3s2)cc1	7%	-1%	-1%	3.5µM*	-1%	1%	?	-7%[11.4 µM]
O=C(Cc1ccccc1Cl)N1CCN(c2ncccn2)CC1	-2%	4%	0%	-19%	2%	-5%	-2%	2%
CCCCCc1c(C)nc(Nc2nc(C)c3cc(OC)ccc3n2)[nH]c1=O	2%	?	-1%	4%	-12%	-4%	-17%	-3%
COc1ccc(CCn2c(-c3ccc(C(C)(C)C)cc3)n[nH]c2=S)cc1OC	8%	-1%	-1%	-11%	-10%	-1%	-13%	1%[11.4 µM]
CC1=NN(C(=O)COc2ccccc2)C(O)(c2ccccc2)C1 (stereo unspecified)	15%	-5%	-2%	8%	-7%	4%	-5%	4%
CC(=O)Nc1ccccc1-c1nc2ccc(C(=O)N3CCN(c4cccc(C)c4)C(C)C3)cc2[nH]c1=O (stereo unspecified)	6%	5%	-4%	-2%	-19%	-3%	?	.
O=C(CCCN1C(=O)/C(=C/c2ccccc2Cl)SC1=S)NNC(=O)c1ccncc1	0%	13%	0%	.	?	1%	?	-7%
Cc1ccc2nc(COc3ccccc3NC(=O)COc3ccc(F)cc3)cc(=O)n2c1	.	-2%	0%	.	-6%	3%	-6%	.
